STEP inh: STEP (human) phosphatase inhibition; P54829; recombinant STEP, OMFP fluorogenic substrate, fluorescence; inhibition, % at 20 µM; 0.25% of 360,000 active;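 active means inhibition at 20 µM, scaled per plate between control wells, above about 37%, limit read from the data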;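 further: 0% = DMSO with enzyme and substrate and 100% = substrate only without enzyme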
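System: isolated STEP enzyme; schedule: 20 min enzyme reaction at room temperature, protected from light; medium: Bis-Tris buffer pH 6.0, 2.5 mM DTT, 0.005% Tween 20; signal: fluorescence, 480/540 nm; dosing: single compound dose of 20 µM, 1% DMSO final; also added: OMFP substrate, 25 µM final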
CSN deneddyl inh: blocks human CSN-mediated cullin deneddylation | Q92905 | Purified CSN, SCF-Nedd8-OG deneddylation, fluorescence polarization | inhibition, % at 12.5 µM | 0.38% of 360,000 active;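 active means pattern-corrected inhibition above about 35%, with an unprinted fluorescence ratio check between 0.5 and 1.5, limit read from the data, passing the limit was not always enough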;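 further: 0% = enzyme with substrate and 100% = substrate without enzyme; some results filed as inactive read as strong as hits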
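assay system = purified human Csn5 enzyme expressed in HEK293T cells | amount = 0.24 nM enzyme | buffer or medium = Tris/NaCl/DTT buffer, pH 7.5 | reagent = 10 nM SCFSkp2-Nedd8OG | compound = one concentration, 12.5 µM, 0.25% DMSO | times = 90 min reaction at room temperature | signal = FP | read-out basis = % inhibition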
NadD inh: NadD (S. aureus) enzyme inhibition. inhibition, % at 20 µM. 0.78% of 360,000 active. purified NadD enzyme, colorimetric absorbance read-out; in the data active means inhibition above about 26%; further: some compounds past the cut are filed as inactive
Scp1 inh: inhibitors of human Scp-1 phosphatase; Q9GZU7; Recombinant Scp1, phosphopeptide, malachite green phosphate absorbance; inhibition, % at 20 µM; 0.88% of 340,000 active; AID 493091;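 active means inhibition above about 50% at 20 µM, limit read from the data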;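 further: plate controls were DMSO wells with enzyme for no effect and wells lacking enzyme for full effect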
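System: SCP-1 catalytic domain; Reagent: Phospho 17-mer peptide substrate; Doses: one concentration, 20 µM, with 1.0% DMSO; Incubation: 45 min room-temperature reaction, 5 min colour, 30 min stabiliser; Signal: Phosphate-binding colour reagent, absorbance read at 630 nm.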
Rin1-Abl PPI inh: inhibitors of human Rin1-Abl protein interaction; P00519+Q13671; 0.4% of 360,000 active; TR-FRET Rin1/Abl binding, biochemical; inhibition, % at 7.35 µM; in the data active means inhibition above about 5%, passing the limit was not always enough
Rpn11 block: blocks the human proteasome subunit Rpn11; human 26S proteasome, Ub4-pepOG fluorescence polarization; 20S core pre-blocked with epoxomicin; 0.59% of 360,000 active; calls only at 20 µM; O00487; AID 588493;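 active means inhibition at 20 µM, scaled to each plate's controls, above about 33%, limit read from the data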
SUMO1-SIM PPI: alters human SUMO1 binding to SIM partners; inhibition, % at 20 µM; SUMO1 binding to a labelled peptide, TR-FRET, 1 h; 0.33% of 360,000 active; AID 602429; in the data active means inhibition above about 37%
Neddyl block: cullin neddylation inhibition | AID 651699 | calls only at 25 µM | TR-FRET cullin neddylation, biochemical | 0.58% of 360,000 active | P61081+Q13564; in the data active means inhibition above about 36%
DNMT1 inh: blocks human DNA methyltransferase DNMT1; P26358; DNMT1 molecular beacon, Hinp1I cleavage, fluorescence; inhibition (reported as % activation of signal), % at 10 µM; 0.83% of 360,000 active; AID 588458; in the data active means inhibition above about 50%
LMPTP block: LMPTP (human) inhibition; P24666; recombinant LMPTP-A, OMFP fluorogenic substrate, fluorescence intensity; inhibition, % at 20 µM; 0.22% of 360,000 active; AID 651560;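 active means compounds that cut the enzyme signal by at least half of the control window in the single-dose screen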;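 further: plate controls were DMSO wells with enzyme plus substrate for no effect and substrate without enzyme for full effect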
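Material: LMPTP-A; amount: 0.625 nM enzyme; doses: single 20 µM dose; times: reaction 50 min, room temperature, dark; technique: fluorescence intensity of OMFP turnover product; benchmarks: no-enzyme and uninhibited controls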
Numbers without * were called inactive; i = inactive; / = no result given; + = active, no number.

[1] COc1ccccc1CN1C(=O)[C@@H]2C(CC(N)=O)NC3(C(=O)Nc4c3ccc(Cl)c4C)[C@@H]2C1=O (stereo partly drawn)
[2] O=C(/C=C/NCc1cccnc1)c1ccc(-c2ccccc2)cc1
[3] O=C(CCN1CCN(CCO)CC1)Nc1ccc(OCc2ccccc2)cc1
[4] COc1ccc2c(c1)CCc1c(C(=O)N3CCOCC3)noc1-2
[5] CCOc1ccc(N(CC(=O)Nc2ccccc2C(=O)N2CCOCC2)S(=O)(=O)c2ccc(F)cc2)cc1
[6] Cc1ccc(NC(=O)COC(=O)CCc2nc3ccccc3n2-c2ccccc2)c(C)c1
compound no.	1	2	3	4	5	6
STEP inh	2	2	2	1	0	0
CSN deneddyl inh	3	0	-1	-4	-14	-12
NadD inh	14	-1	1	-5	-1	-5
Scp1 inh	-8	-6	-5	-9	-8	-5
Rin1-Abl PPI inh	0	0	-5	-3	1	0
Rpn11 block	i	i	i	i	i	i
SUMO1-SIM PPI	1	-19	1	-1	4	3
Neddyl block	i	i	i	i	i	i
DNMT1 inh	-3	-7	-7	-2	1	1
LMPTP block	0.6	0.0	-0.6	0.2	-1.3	-2.6

Compound profiles, from the list above. Values in the order: STEP inh	CSN deneddyl inh	NadD inh	Scp1 inh	Rin1-Abl PPI inh	Rpn11 block	SUMO1-SIM PPI	Neddyl block	DNMT1 inh	LMPTP block
`Cc1ccc(NC(=O)COC(=O)CCc2nc3ccccc3n2-c2ccccc2)c(C)c1` across the screens: 0	-12	-5	-5	0	i	3	i	1	-2.6
`O=C(/C=C/NCc1cccnc1)c1ccc(-c2ccccc2)cc1` across the screens: 2	0	-1	-6	0	i	-19	i	-7	0.0
`COc1ccc2c(c1)CCc1c(C(=O)N3CCOCC3)noc1-2` across the screens: 1	-4	-5	-9	-3	i	-1	i	-2	0.2
`COc1ccccc1CN1C(=O)[C@@H]2C(CC(N)=O)NC3(C(=O)Nc4c3ccc(Cl)c4C)[C@@H]2C1=O` (stereo partly drawn) across the screens: 2	3	14	-8	0	i	1	i	-3	0.6
`CCOc1ccc(N(CC(=O)Nc2ccccc2C(=O)N2CCOCC2)S(=O)(=O)c2ccc(F)cc2)cc1` across the screens: 0	-14	-1	-8	1	i	4	i	1	-1.3

Further records
[7] CCOc1ccccc1/C=C/C(=O)NCC(=O)N1CCC(N(C)C2CCCCC2C)CC1 (stereo not drawn)
[8] Cn1cccc1/C=N/NC(=O)CSc1nc2ccccc2[nH]1
[9] CCc1ccccc1N(C(=O)c1cccs1)C1C=CS(=O)(=O)C1 (stereo not drawn)
[10] COc1ccc(C(=O)OCC(=O)Nc2ccc3[nH]c(=O)[nH]c3c2)cc1
[11] CCC(C(=O)NC1CCCC1)N(C(=O)Cn1nnc(-c2ccc(C)o2)n1)c1ccc(OC)c(OC)c1 (stereo not drawn)
[12] COc1cccc(C(=O)O/N=C(\N)c2ccc([N+](=O)[O-])cc2)c1OC
compound no.	7	8	9	10	11	12
STEP inh	0	1	-5	0	0	-1
CSN deneddyl inh	3	4	-3	-2	-3	-3
NadD inh	1	0	2	5	0	4
Scp1 inh	-1	-5	-5	-3	-8	1
Rin1-Abl PPI inh	-4	-3	5	0	-1	0
Rpn11 block	i	i	i	i	i	i
SUMO1-SIM PPI	-7	-5	-6	6	3	-21
Neddyl block	i	i	i	i	i	i
DNMT1 inh	-3	0	3	1	3	2
LMPTP block	-1.0	0.1	-1.2	0.8	-0.6	0.1

[13] CN(Cc1ccccc1)c1nc2c(c(=O)[nH]c(=O)n2C)n1C
[14] Cc1ccccc1NC(=O)CCCn1nc(C)c2c(C)n(-c3ccccc3)nc2c1=O
[15] COc1cccc(OCc2ccc(Cl)cc2)c1C#N
[16] OCCN1CCN(c2cc(C(F)(F)F)nc3ccccc23)CC1
[17] N/C(=N\OC(=O)Cc1ccc(-c2ccccc2)cc1)c1cccnc1
[18] c1ccc(CCc2nc3ccccc3[nH]2)cc1
compound no.	13	14	15	16	17	18
STEP inh	-2	-2	0	-2	0	-1
CSN deneddyl inh	-2	-6	1	-3	-4	1
NadD inh	2	-2	-2	-4	-3	0
Scp1 inh	-5	-9	-7	-13	0	4
Rin1-Abl PPI inh	-3	0	-2	-1	-2	4
Rpn11 block	i	i	i	i	i	i
SUMO1-SIM PPI	-3	1	7	-5	1	-2
Neddyl block	i	i	i	i	i	i
DNMT1 inh	-4	-1	-1	-1	-9	0
LMPTP block	0.0	-1.0	4.0	-1.0	-0.3	-1.4

[19] COc1ccc([C@H]2CC(=O)C=C(c3ccccc3)C2)cc1OC
[20] CC(NCc1ccc(S(N)(=O)=O)cc1)C(=O)Nc1cc([N+](=O)[O-])ccc1Cl (stereo not drawn)
[21] CN=C1SC(C(=O)O)CC(=O)N1C (stereo not drawn)
[22] CCOC(=O)N/N=C/C=C/c1ccccc1
[23] Cc1ccc(S(=O)(=O)N2CCN(CC(=O)N3CCOCC3)CC2)cc1
[24] COc1cc(OC)cc(C(=O)NCC(=O)N2CCN(S(=O)(=O)c3ccccc3F)CC2)c1
compound no.	19	20	21	22	23	24
STEP inh	2	10	-1	1	-1	0
CSN deneddyl inh	-5	-3	1	-8	38	-4
NadD inh	2	-1	-4	-3	-2	1
Scp1 inh	-1	-1	-1	-12	-7	-7
Rin1-Abl PPI inh	-2	-3	3	0	1	-4
Rpn11 block	i	i	i	i	i	i
SUMO1-SIM PPI	-30	-26	-1	-5	1	-5
Neddyl block	i	i	i	i	i	i
DNMT1 inh	1	2	4	1	2	6
LMPTP block	1.7	0.6	-1.5	-1.1	-1.4	-1.7

[25] CC(C)CC1C(=O)N(Cc2cn(CCC3OCCCO3)nn2)CCS(=O)(=O)N1Cc1ccc(-c2ccc(Cl)cc2)cc1 (stereo not drawn)
[26] N/C(=N\OC(=O)C1CCCCC1)c1ccncc1
[27] O=C(/C=C/c1ccccc1)C1=C(O)C(=O)N(CCO)C1c1ccc2c(c1)OCO2 (stereo not drawn)
[28] CCCCn1nc(C(=O)N[C@@H](CCSC)c2nc3ccccc3[nH]2)c2ccccc2c1=O
[29] Cc1nnc2n1N=C(c1ccc(F)cc1F)CS2
[30] Cc1noc(C)c1COc1ccc(C(=O)OCC(=O)NC(=O)C2COc3ccccc3O2)cc1 (stereo not drawn)
compound no.	25	26	27	28	29	30
STEP inh	0	2	4	2	-2	2
CSN deneddyl inh	5	0	-11	-3	1	-3
NadD inh	-4	2	12	5	1	7
Scp1 inh	/	1	-5	6	-10	7
Rin1-Abl PPI inh	0	1	5	2	-1	-5
Rpn11 block	i	i	i	i	i	i
SUMO1-SIM PPI	3	2	-10	-5	7	1
Neddyl block	i	i	i	i	i	i
DNMT1 inh	-2	0	-1	-4	-5	0
LMPTP block	0.4	0.4	0.2	1.4	-1.6	0.3

[31] Cc1ccc(C(OCC(O)CN2CCCCC2CO)c2ccccc2)cc1 (stereo not drawn)
[32] COCCCN(C(=O)CSCc1ccc(C)cc1)c1c(N)n(Cc2ccccc2)c(=O)[nH]c1=O
[33] Cc1ccc(SCCC(=O)Nc2ccccc2C(=O)NC2CCCCC2)cc1
[34] CCOC(=O)c1ccc(NC(=S)N(CCCN2CCN(C)CC2)Cc2cccs2)cc1
[35] CCOc1ccc(C(=O)OCC(=O)Nc2cccnc2Cl)cc1OCC
[36] Cc1ccc(-c2nc(CSCC(=O)N3CCOCC3)c(C)o2)cc1
compound no.	31	32	33	34	35	36
STEP inh	-4	-1	2	2	2	1
CSN deneddyl inh	-2	3	10	5	-1	-4
NadD inh	-5	0	0	-12	-7	8
Scp1 inh	-3	-3	-1	-3	-7	-3
Rin1-Abl PPI inh	2	4	-3	2	3	3
Rpn11 block	i	i	i	i	i	i
SUMO1-SIM PPI	0	8	0	4	2	9
Neddyl block	i	i	i	i	i	i
DNMT1 inh	1	0	5	-4	-1	3
LMPTP block	0.2	0.6	-1.0	-3.9	-0.5	-0.6

[37] CCN(C(=O)COc1cccnc1[N+](=O)[O-])C1CCS(=O)(=O)C1 (stereo not drawn)
[38] O=C(O)C1CCN(C(=O)c2ccc3c(c2)OCO3)CC1
[39] Cn1ncc2c(Nc3cc(Cl)cc(Cl)c3)ncnc21
[40] COc1ccccc1N1CCN(C(=O)c2ccc(Br)o2)CC1
[41] O=C(c1ccncc1)c1ccc(Br)cc1
[42] Cc1ccc(O)c(C(=O)c2cnc3c(c2)c(-c2ccc(F)cc2)c(C#N)c(=O)n3C)c1
compound no.	37	38	39	40	41	42
STEP inh	1	1	-4	-2	1	2
CSN deneddyl inh	-11	-2	2	-2	-4	-5
NadD inh	1	-3	-1	-3	-1	28*
Scp1 inh	0	-5	0	7	-3	-2
Rin1-Abl PPI inh	-3	6	2	5	-1	2
Rpn11 block	i	i	i	i	i	i
SUMO1-SIM PPI	-8	-1	1	1	-9	-4
Neddyl block	i	i	/	i	i	i
DNMT1 inh	0	-1	-1	6	8	0
LMPTP block	-2.3	-4.2	1.0	0.7	1.6	-0.2

[43] COc1ccc2oc(=N)c(C(=O)NCc3ccccc3)cc2c1
[44] Cc1cccc(C(=O)O/N=C(\c2ccccc2)c2cccnc2)c1
[45] O=C1c2ccccc2C(Nc2ccc3c(c2)OCO3)N1Cc1ccco1 (stereo not drawn)
[46] CCc1ccc2[nH]c(=O)c(CN(CCN(C)C)C(=O)Nc3ccccc3)cc2c1
[47] CCN1CCN(C(=O)CN(CC)S(=O)(=O)c2ccc(F)cc2)CC1
[48] Cc1cccc2cc(C#N)c(SCC(=O)Nc3ccccc3N3CCOCC3)nc12
compound no.	43	44	45	46	47	48
STEP inh	2	-1	2	5	-4	0
CSN deneddyl inh	2	-2	1	6	6	6
NadD inh	-1	-5	7	-10	4	11
Scp1 inh	-10	3	-6	-10	-2	-6
Rin1-Abl PPI inh	-1	-2	0	-3	-2	-5
Rpn11 block	i	i	i	i	i	+
SUMO1-SIM PPI	-15	0	4	-1	-2	-8
Neddyl block	i	i	i	i	i	i
DNMT1 inh	-5	-3	-13	-1	0	-3
LMPTP block	3.1	-1.5	2.6	-0.7	-0.5	1.2

[49] Nc1ccn([C@@H]2O[C@H](CNC(=O)[C@@H](N)CSCc3ccccc3)[C@@H](O)[C@H]2O)c(=O)n1
[50] O=C(Nc1cccc2c1C(=O)NC2=O)c1cccc(N2C(=O)CCC2=O)c1
[51] Cc1cc(C)c(NC(=O)CNC(=O)Cc2ccc(S(=O)(=O)N3CCOCC3)s2)c(C)c1
[52] CCC(C)NC(=O)C1CCC(CNS(=O)(=O)c2ccc3c(c2)CC(C)N3C(C)=O)CC1 (stereo not drawn)
compound no.	49	50	51	52
STEP inh	-4	-1	-1	2
CSN deneddyl inh	0	1	7	8
NadD inh	1	-9	4	-1
Scp1 inh	/	-6	4	10
Rin1-Abl PPI inh	-3	2	0	0
Rpn11 block	i	i	i	i
SUMO1-SIM PPI	1	-18	-7	9
Neddyl block	i	i	i	i
DNMT1 inh	4	-2	-10	1
LMPTP block	-0.8	-2.7	-0.8	-0.1

Random draw from the library; 3.8% or so of the library scored in one or more.
